BAZ2B inh: qHTS Assay for Inhibitors of BAZ2B; AID 504333, 2011; AlphaScreen BAZ2B-H3K14Ac peptide displacement; actives 4.4% (n = 360,000); Potency, µM (highest dose often 114 µM), without a hit: at the top dose activity change, negative = inhibition, hits mostly inhibitors; note: potency is the fitted concentration of half-maximal effect; % is set by controls: 0 for no effect and ±100 for the full control effect; nearly all actives have a fitted effect of over 60% in size
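Compounds, titrated to a top concentration of 110 uM, were incubated 30 min at room temperature with preformed BAZ2B/acetyl-K14 H3 peptide complex (50 nM each). Proximity signal was measured by AlphaScreen after 20 min with beads.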
JMJD2A Tudor inh: qHTS Assay for Inhibitors of JMJD2A-Tudor Domain | Lysine-specific demethylase 4A (Homo sapiens), O75164 | AlphaScreen JMJD2A-Tudor / H3K4me3 peptide binding | Potency, µM (doses to about 114 µM), for inactives: at the highest dose activity change, negative = inhibition, most hits filed as inhibitors | actives 4.4% (n = 390,000) | AID 504339, 2011; note: potency is the fitted concentration of half-maximal effect; % is set by controls: 0 for no effect and ±100 for the full control effect; nearly all actives have a fitted effect of over 50% in size
POLH inh: qHTS for Inhibitors of Polymerase Eta; DNA polymerase eta (Homo sapiens), Q9Y253; recombinant Pol eta, fluorescent DNA replication assay; Potency, µM (titrated, usually from 114 µM), without a hit: at the top dose activity change, negative = inhibition, actives largely listed as inhibitors; actives 1.2% (n = 390,000); AID 588591, 2011; note: potency is the fitted concentration of half-maximal effect; % is set by controls: 0 for no effect and ±100 for the full control effect
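Pol eta at 10 nM preincubated with compounds 15 min at room temperature; reaction started with fluorescent substrate (50 nM final) and read kinetically at 0 and 10 min.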
Tb PGK inh: qHTS Assay to Find Inhibitors of Phosphoglycerate Kinase; actives 0.043% (n = 380,000); Phosphoglycerate kinase, glycosomal (Trypanosoma brucei brucei), P07378; AID 602233, 2012; Potency, µM (top dose mostly 57.5 µM), for the others: top-dose activity change, negative = inhibition, hits mostly inhibitors; PGK/GAPDH coupled, Kinase-Glo luminescence, 60 min; note: potency is the fitted concentration of half-maximal effect; % is set by controls: 0 for no effect and ±100 for the full control effect; nearly all actives have a fitted effect of over 60% in size
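Recombinant glycosomal PGK reaction used 1,3-bisphosphoglycerate generated in-well by GAPDH (100nM final) in 100mM TEA pH 7.6, 5mM MgCl2, 0.01% Tween-20. After 60 minutes at room temperature, ATP was read by Kinase-Glo Plus luminescence end-point.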
GLS inh: qHTS for Inhibitors of Glutaminase (GLS); GLS enzymatic activity, qHTS titration; Potency, µM (titrated, usually from 45.5 µM), for inactives: at the top dose activity change, negative = inhibition, usual class: inhibitors; actives 0.21% (n = 410,000); Glutaminase kidney isoform, mitochondrial (Homo sapiens), O94925; note: potency is the fitted concentration of half-maximal effect; % is set by controls: 0 for no effect and ±100 for the full control effect
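Human kidney-isoform GLS in 45 mM KH2PO4 pH 8.2, 0.02% Tween-20, with compound, started with 1mM L-Glutamine (added stock). Glutamate oxidase/HRP/Amplex red coupled fluorescence read at start and after 30 min at RT.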
PI4K2A block: qHTS for small molecular inhibitors of PI4K2A; activity change, negative = inhibition, % at 76.9 µM; actives 0.13% (n = 420,000); purified PI4K2A, ADP-Glo luminescence, 1 h; stronger effect = lower value; Phosphatidylinositol 4-kinase type 2-alpha (Homo sapiens), Q9BTU6; AID 1346378, 2018; in the data active = activity change below about -50%; inconclusive = mostly about -30% to -49%;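 note: -100% = wells without enzyme as full effect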
Target sequence (Q9BTU6 whole entry, looked up): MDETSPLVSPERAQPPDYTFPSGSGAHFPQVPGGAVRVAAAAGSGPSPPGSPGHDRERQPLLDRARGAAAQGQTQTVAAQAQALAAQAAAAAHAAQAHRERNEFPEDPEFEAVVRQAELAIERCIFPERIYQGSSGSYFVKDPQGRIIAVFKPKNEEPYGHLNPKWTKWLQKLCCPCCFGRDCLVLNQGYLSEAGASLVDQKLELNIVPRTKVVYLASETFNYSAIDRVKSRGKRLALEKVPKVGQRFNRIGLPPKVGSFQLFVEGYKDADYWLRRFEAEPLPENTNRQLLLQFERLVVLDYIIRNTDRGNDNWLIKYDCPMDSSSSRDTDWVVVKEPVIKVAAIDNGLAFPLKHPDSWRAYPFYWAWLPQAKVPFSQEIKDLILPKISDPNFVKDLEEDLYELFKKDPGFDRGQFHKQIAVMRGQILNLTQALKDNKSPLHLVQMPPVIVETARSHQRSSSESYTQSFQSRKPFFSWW
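Compounds are screened against recombinant PI4K2A using PI as substrate and ATP, the latter dispensed at 300 microM. Reactions run one hour at ambient temperature before ADP-Glo detection; full inhibition defined by wells lacking enzyme.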
Pin1 inhibitor: qHTS Assay to Find Inhibitors of Pin1 | Peptidyl-prolyl cis-trans isomerase NIMA-interacting 1 (Homo sapiens), Q13526 | Pin1 FP peptide displacement, HiFluor488, 10 min | Potency, µM (titrated, usually from 115 µM), inactives show at the top dose activity, negative = inhibition, usual class: inhibitors | actives 0.009% (n = 390,000); active = well fitted inhibition curve with a large enough effect in the polarisation, with a control signal flat, not every such curve was filed as active; inconclusive = small, poorly fitted or top-dose-only effect, or effect the other way, or a change in a side signal; inactive = no such curve, though single readings can be large or run the other way; the % refers to the polarisation; note: potency is the fitted concentration of half-maximal effect; % is set by controls: 0 for no effect and ±100 for the full control effect
Target sequence (Q13526 whole entry, looked up): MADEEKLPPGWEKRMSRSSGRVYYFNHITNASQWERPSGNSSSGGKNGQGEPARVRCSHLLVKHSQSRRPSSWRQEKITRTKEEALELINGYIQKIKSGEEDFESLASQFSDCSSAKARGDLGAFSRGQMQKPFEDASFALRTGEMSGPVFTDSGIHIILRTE
HP1b chromo inh: HTS for Inhibitors of HP1-beta Chromodomain Interactions with Methylated Histone Tails. actives 0.56% (n = 390,000). Potency, µM (top dose mostly 114 µM), without a hit: top-dose activity change, negative = inhibition, most hits filed as inhibitors. AID 540317, 2011. Chromobox protein homolog 1 (Homo sapiens), P83916. AlphaScreen HP1-beta / biotin-H3K9me3 peptide binding; note: potency is the fitted concentration of half-maximal effect; nearly all actives have a fitted effect of over 70% in size; inactives centre near 23
Target sequence (P83916 whole entry, looked up): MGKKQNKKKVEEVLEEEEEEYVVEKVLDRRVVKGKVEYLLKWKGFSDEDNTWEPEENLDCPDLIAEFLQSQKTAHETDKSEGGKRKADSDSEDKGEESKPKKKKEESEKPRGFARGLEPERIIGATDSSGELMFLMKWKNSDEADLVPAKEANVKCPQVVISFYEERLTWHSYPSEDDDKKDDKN
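Compound inhibition of the preformed complex between 50 nM HP1-beta and 50 nM biotinylated H3K9me3 peptide was read by AlphaScreen. Buffer was PBS pH 7.4 with 0.01% Tween-20. Incubations ran 30 min at room temperature, with 10 ug/mL donor/acceptor beads.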
G9a block: qHTS Assay for Inhibitors of Histone Lysine Methyltransferase G9a. G9a H3K9 monomethylation, AlphaScreen, 2 h. Potency, µM (top dose mostly 102 µM), for inactives: top-dose activity, negative = inhibition, most hits filed as inhibitors. actives 8.8% (n = 350,000). AID 504332, 2011; note: potency is the fitted concentration of half-maximal effect; % is set by controls: 0 for no effect and ±100 for the full control effect; nearly all actives have a fitted effect of over 75% in size
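Compounds were preincubated with 20 nM G9a for 15 min, after which biotinylated H3K9 peptide (500 nM) and SAM (20 uM) started a 2 h room-temperature reaction. Monomethylated product was quantified by antibody-based AlphaScreen chemiluminescence.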
Numbers without * were called inactive; i = inactive; ? = inconclusive; / = no result given; & = joins results of further samples; [ ] = dose if it differs, or a comment. Unless noted, calls come from the whole dose curve; as a rule, active = well fitted curve in the direction sought with a large enough effect; inconclusive = small, poorly fitted or top-dose-only effect, or another doubt; inactive = no such curve, though single readings can be large; an effect the other way counts as inactive or inconclusive. The list is partial, so the mix of outcomes need not match the whole.

SMILES	BAZ2B inh	JMJD2A Tudor inh	POLH inh	Tb PGK inh	GLS inh	PI4K2A block	Pin1 inhibitor	HP1b chromo inh	G9a block
O=C(CSc1nnc(-c2ccc(C(F)(F)F)cn2)s1)c1ccc(Cl)cc1	-3%	1%	5%	7%	10%	3	-10%	37%	-31%
CCOC(=O)c1nnc(-c2ccccc2)nc1NC	-36%	-15%	1%	-6%	15%	0	?	9%	91%[activator][59 µM]
CN(C1CCCCC1)S(=O)(=O)c1ccc(SCC(N)=O)nc1	/	/	-3%	-10%	-1%	-3	/	/	/
O=C(COC(=O)c1cncc(Br)c1)NCCC1=CCCCC1	-6%	6%	-5%	-5%	-7%	7	-3%	39%	50µM*
Cn1c(=O)[nH]c(=O)c2c1nc(N1CCNCC1)n2CCOc1ccccc1	/	-4%	-16%	-10%	0%	-3	1%	16%	/
Nc1nnc(-c2cc3ccccc3oc2=O)s1	-17%	-8%	-7%	-9%	-4%	-9	-6%	26%	-8%[59 µM]
Cc1cc(C[n+]2cc(Br)ccc2N)c2ncccc2c1	3%	-11%	-8%	-1%	-11%	-2	-7%	26%	18%[59 µM]
Cc1ccc2nc(Nc3nc(C)cc(-c4ccccc4)n3)[nH]c(=O)c2c1	-2%	-34%	?	-3%	11%	3	6%	9%	-13%
Cc1ccnc(NS(=O)(=O)c2ccc(NC(=O)C3CCCO3)cc2)n1 (centres undefined)	4%	-13%	6%	/	15%	-2	1%	31%	1%
COCCCNC(=O)CCc1c(C)nc2c(-c3ccc(F)cc3)c(C)nn2c1C	5%	-12%	-18%	-7%	0%	3	0%	41%[activator]	/
CCN(c1ccc(C)cc1)S(=O)(=O)c1nnc(NC(=O)C2CCCCC2)s1	18%	17%	/	/	-11%	1	0%	111%[activator]	34%[59 µM]
Cc1ccc(NC(=O)CN2C(=O)CC(C)Sc3ccccc32)c(C)c1 (centres undefined)	-10%	-13%	-19%	6%	-4%	-5	-2%	4%	-4%[59 µM]
CCCc1cc(=O)[nH]c(SCC(=O)NCCC2=CCCCC2)n1	-12%	-1%	-2%	6%	0%	-12	4%	25%	0%
O=C(NCc1ccccc1)C1CNCC(C(=O)NCc2ccccc2)C1 (centres undefined)	/	/	1%	i	1%	-4	/	/	/
COc1ccc(-c2cnc(OC(C)(C)C)nc2OC(C)(C)C)cc1OC	-5%	-4%	-20%	-6%	-7%	-4	1%	21%	8%[59 µM]
O=C(CSc1nnnn1C1CCCC1)Nc1ccccc1N1CCOCC1	-18%	-33%	-11%	i	-4%	-3	-4%	65%[activator]	20%
COc1ccc(N2C[C@H](C)[C@@H](CC(=O)Nc3ccc(Br)cc3)C2=O)cc1	/	/	-2%	-3%	-5%	-2	/	/	/
CSc1nnc(C)c(=O)[nH]1	34%[activator]	-6%	-1%	5%	0%	-1	-7%	44%[activator]	0%[59 µM]
O=S(=O)(/N=C(/Nc1ccc(F)cc1F)c1ccccc1)c1ccccc1	2%	5%[57.1 µM]	-15%	-2%	6%	0	-6%	16%	-1%[59 µM]
COc1cc2c(cc1OC)C1=C(C#N)CCC(=NC(=O)c3ccc(Cl)cc3)N1CC2	-7%	-1%	-13%	-5%	9%	2	-5%	40%[activator]	101%[activator][59 µM]
COc1ccccc1/C=N/NC(=O)c1nnn(-c2nonc2N)c1CSC1=NCCS1	0%	-13%	-8%	-1%	8%	-4	2%	32%	15%[59 µM]
CCn1c(Oc2ccc(F)cc2)nc2c1c(=O)n(C)c(=O)n2C	-1%	-14%	-14%	-8%	-11%	-5	26%	20%	/
CC1CC(C)(C)NC(=S)N1CCCC(=O)Nc1ccccc1F (centres undefined)	-14%	4%	-11%	-1%	-4%	-1	-2%	35%	-6%
O=S(=O)(NCc1ccc(F)cc1)c1ccc(-n2cnnn2)cc1	-2%	2%	-2%	4%	-2%	-6	-1%	6%[57 µM]	/
C[C@H](CO)N1C[C@H](C)[C@@H](CN(C)CC2CCCCC2)Oc2c(NS(=O)(=O)c3cccs3)cccc2C1=O	/	-18%	-14%	0%	4%	-3	-4%	24%	/
CCOc1ccc(CCNC(=O)C2=C(C)C(=O)OC23CCC(C)CC3)cc1OCC (centres undefined)	-16%&-11%	-21%&-8%	0%	5%	7%&-7%	2&2	-4%&-2%	32%&27%	-8%&0%[59 µM]
COc1cccc(NC(=O)Nc2ccc3c(c2)OCO3)c1	-37%	-20%	-3%	2%	10%	-6	3%	21%	7%
COc1ccc(CNC(=O)C2(CC3CC(c4ccccc4)=NO3)CCN(C(=O)CCCCCBr)CC2)cc1 (centres undefined)	/	-14%	-18%	-3%	-1%	-4	2%	28%	/
O=c1c2sccc2nc(SCc2cc(=O)n3cc(Cl)ccc3n2)n1Cc1ccccn1	13%	-4%	-5%	0%	-4%	-7	-10%	20%	-33%
COc1cccc(OCC(=O)NC2CC(=O)N(c3ccc4c(c3)OCCO4)C2)c1 (centres undefined)	-1%	-30%	-1%	-7%	2%	-5	3%	10%	5%[59 µM]
COc1cc(C2c3c(oc4ccc(C)cc4c3=O)C(=O)N2Cc2ccccc2)ccc1O (centres undefined)	-33%	-13%	2%	0%	0%	-2	-3%	20%	-11%[59 µM]
Cc1nn(CC(=O)OC(C)C(=O)Nc2ccccc2[N+](=O)[O-])c(C)c1[N+](=O)[O-] (centres undefined)	5%	-15%	-9%	1%	6%	6	-8%	-7%	79µM*
CCOC(=O)C1CCCN(c2c(NCCc3ccccc3)c(=O)c2=O)C1 (centres undefined)	2%	4%	-18%	-9%	-8%	7	-2%	13%	8%
O=C(COc1ccc(Br)cc1Cl)Nn1cnnc1	7%	-9%[11.4 µM]	-9%	-7%	10%	-2	1%	45%[activator]	1%
COc1ccc(CC(NC(C)=O)C(=O)NC2CCN(C(=O)Nc3ccc(Cl)cc3)CC2)cc1OC (centres undefined)	-21%	-14%[57.1 µM]	7%	10%	13%	-4	-5%	50%[activator]	/
O=C(NCCCN1CCN(c2ccc(F)cc2)CC1)c1cnn(-c2ccc(F)cc2)c1-n1cccc1	?	?	-12%	-1%	14%	-2	4%	11%	?
CC(NC(=S)N1CCOCC1)c1ccccc1 (centres undefined)	3%	-13%[57.1 µM]	-4%	0%	2%	-1	9%	58%[activator]	18%[59 µM]
CC1CN(S(=O)(=O)c2cc(C(=O)NCc3ccncc3)ccc2Cl)CC(C)O1 (centres undefined)	-3%	0%	-16%	-3%	5%	-1	-7%	39%	17%[12.7 µM]
O=C(CN1C(=O)c2cccc3cccc(c23)C1=O)N1CCN(Cc2ccc3c(c2)OCO3)CC1	-6%	-30%	-14%	6%	6%	-23	2%	-6%	2%[59 µM]
Cc1ccc(C(=O)N2CCN(c3cc(=O)[nH]nc3-c3ccccc3)CC2)cc1	5%	1%	-16%	-5%	-5%	0	4%	18%	24%
O=C(COCc1cc(-c2ccc3c(c2)OCO3)on1)N1CCN(c2ccc(F)cc2)CC1	-29%	-23%	-4%	-2%	1%	-3	3%	8%	5%
CCC(C)(C)NC(=O)CN(C(=O)c1snc(C(N)=O)c1N)c1ccc2c(c1)OCCO2	-5%	-16%	-12%	3%	1%	1	-1%	21%	21%[2.33 µM]
COC(=O)C(O)(CC(=O)Nc1cc(OC)c(OC)c(OC)c1)C(F)(F)F (centres undefined)	-1%	0%	-9%	-9%	-1%	-6	-1%	15%	-15%[59 µM]
S=C(NCCN1CCOCC1)Nc1ccc(Cl)c(Cl)c1	-22%	-19%	-8%	-10%	15%	-5	-10%	20%	?
Cc1ccnc(NC(=O)C(Cc2ccccc2)NC(=O)c2ccccc2)c1 (centres undefined)	-19%	-11%	-17%	i	-8%	4	7%	31%	0%[12.7 µM]

Arranged by the number under POLH inh (falling): 3 from the list above.
Molecule	POLH inh
O=C(COCc1cc(-c2ccc3c(c2)OCO3)on1)N1CCN(c2ccc(F)cc2)CC1	-4%
Cc1ccc(C(=O)N2CCN(c3cc(=O)[nH]nc3-c3ccccc3)CC2)cc1	-16%
CCOC(=O)C1CCCN(c2c(NCCc3ccccc3)c(=O)c2=O)C1 (centres undefined)	-18%

The list goes on:
SMILES	BAZ2B inh	JMJD2A Tudor inh	POLH inh	Tb PGK inh	GLS inh	PI4K2A block	Pin1 inhibitor	HP1b chromo inh	G9a block
CCOc1cccc(C(=O)Nc2cccc(-c3nc4ncccc4o3)c2C)c1	5%	-8%	-13%	-8%	5%	-2	9%	17%	7%[12.7 µM]
C#CCOCCOCCOCCNc1nc(N2CCN(C(=O)CCCCCCCCCCNC(=O)[C@H](CCCCN)n3cc(C[C@@H](C)CC)nn3)CC2)nc(N2CCN(C(=O)CCCCCCCCCCNC(=O)[C@H](CCCN=C(N)N)n3cc(C[C@@H](C)CC)nn3)CC2)n1	50µM*	35µM*	28µM*	-5%	?	-3	?	50µM*	-38%[2.33 µM]
COC(=O)c1noc(C)c1-c1ccnn1C(=O)c1ccc(C)cc1	7%	-5%	-14%	-1%	11%	2	-2%	8%	/
CCOc1cc(C2C(C#N)=C(N)OC(C)=C2C(C)=O)cc(Br)c1O (centres undefined)	?	89µM*	?	-3%	?	-1	?	-17%	?
CCCN1CCN(CCCNC(=O)Cn2nc(-c3ccccc3)ccc2=O)CC1	-8%	-7%	-13%	4%	18%	1	12%	23%	-13%[59 µM]

Screening data: PubChem, National Center for Advancing Translational Sciences (NCATS)
